Pol eta inh: DNA polymerase eta (human) inhibition; recombinant Pol eta, fluorescent DNA replication assay; AID 588591; Q9Y253; Potency, µM (series often up to 114 µM), for the others: top-dose activity change, negative = inhibition, most hits filed as inhibitors; 1.2% of 390,000 active; further: on the % scale 0 is the no-effect control and ±100 the full control effect
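Pol eta at 10 nM preincubated with compounds 15 min at room temperature; reaction started with fluorescent substrate (50 nM final) and read kinetically at 0 and 10 min.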
BLM helicase inh: Bloom syndrome helicase (human) inhibition | P54132 | recombinant BLM DNA unwinding, fluorescence dequenching | Potency, µM (titrated, usually from 56.1 µM), for the others: top-dose activity change, negative = inhibition, hits mostly inhibitors | 0.2% of 350,000 active | AID 2528;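 further: plate controls were vehicle for no effect and no enzyme for full effect; nearly all actives have a fitted effect of over 35% in size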
Apoferritin bind: binds horse apoferritin like a general anesthetic. P02791. apoferritin/1-aminoanthracene competitive binding, fluorescence. Potency, µM (doses to about 77.5 µM), for the others: at the highest dose activity change, negative = displacement, most hits filed as inhibitors. 0.074% of 350,000 active. AID 485281; further: on the % scale 0 is the no-effect control and ±100 the full control effect; nearly all actives have a fitted effect of over 20% in size
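In PBS, apoferritin at 10 uM is loaded with 1-AMA from a 50% saturated solution. After 10 min of compound exposure at ambient temperature, reduced 535 nm fluorescence indicates probe displacement.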
APEX1 inh: blocks human APE1 abasic DNA cleavage. P27695. recombinant APE1, TAMRA/BHQ-2 abasic DNA cleavage fluorescence. Potency, µM (top dose mostly 65.8 µM), without a hit: at the highest dose activity change, negative = inhibition, actives largely listed as inhibitors. 0.35% of 350,000 active. AID 2517;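 further: plate controls were vehicle for no effect and reference inhibitor for full effect; nearly all actives have a fitted effect of over 55% in size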
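Enzyme (0.75 nM final) and test compound are incubated 15 min at room temperature before adding 50 nM quenched THF abasic-site duplex. Cleavage dequenches TAMRA, followed at 525/598 nm over three reads one minute apart.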
BAZ2B inh: inhibitors of human BAZ2B bromodomain | AlphaScreen BAZ2B-H3K14Ac peptide displacement | Potency, µM (series often up to 114 µM), inactives show at the highest dose activity change, negative = inhibition, usual class: inhibitors | 4.4% of 360,000 active | AID 504333; further: on the % scale 0 is the no-effect control and ±100 the full control effect; nearly all actives have a fitted effect of over 60% in size
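Compounds, titrated to a top concentration of 110 uM, were incubated 30 min at room temperature with preformed BAZ2B/acetyl-K14 H3 peptide complex (50 nM each). Proximity signal was measured by AlphaScreen after 20 min with beads.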
POLB inh: inhibitors of human DNA polymerase beta. Pol beta primer extension/strand displacement, fluorescence kinetic. Potency, µM (titrated, usually from 114 µM), inactives show at the highest dose activity change, negative = inhibition, actives largely listed as inhibitors. 1.3% of 340,000 active. AID 485314; further: on the % scale 0 is the no-effect control and ±100 the full control effect
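Pol beta (10 nM) was preincubated with compound for 15 min at room temperature. The reaction was then started with 50 nM substrate and read immediately and after a further 10 min at room temperature.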
Pol kappa inh: DNA polymerase kappa (human) inhibition | Potency, µM (top dose mostly 107 µM), for inactives: at the highest dose activity, negative = inhibition, most hits filed as inhibitors | purified Pol kappa, fluorescent DNA synthesis assay, 10 min | Q9UBT6 | 0.53% of 400,000 active; further: on the % scale 0 is the no-effect control and ±100 the full control effect
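Here, compound and 10 nM enzyme are combined for 15 min at room temperature; adding 50 nM substrate (final) starts DNA synthesis, tracked by fluorescence at 0 and 10 min against buffer-only wells.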
Pol iota inh: blocks human DNA polymerase iota activity. Q9UNA4. Pol iota fluorescent replication assay, 10 min. Potency, µM (highest dose often 115 µM), without a hit: at the highest dose activity, negative = inhibition, usual class: inhibitors. 1% of 390,000 active. AID 588590
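Fluorescent replication assay read twice, at 0 min and 10 min after adding 50 nM (final) substrate. Enzyme (10 nM) and compounds were first incubated 15 min at room temperature; enzyme-free buffer wells were negative controls.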
G9a inh: inhibitors of human histone lysine methyltransferase G9a; Q96KQ7; 8.8% of 350,000 active; Potency, µM (doses to about 102 µM), for the others: at the top dose activity, negative = inhibition, hits mostly inhibitors; G9a H3K9 monomethylation, AlphaScreen, 2 h; further: on the % scale 0 is the no-effect control and ±100 the full control effect; nearly all actives have a fitted effect of over 75% in size
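AlphaScreen read-out: biotin-H3K9 peptide (500 nM) methylation by 20 nM enzyme with 20 uM SAM, 2 h at room temperature after 15 min compound preincubation; anti-monomethyl H3K9 antibody plus donor/acceptor beads, 10 min dark.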
* hit, by the source's call; ? = inconclusive; / = no result given; [ ] = remark or other dose. The call rests on the fitted dose curve; in most records, active means well fitted curve in the direction sought with a large enough effect; inconclusive means small, poorly fitted or top-dose-only effect, or another doubt; inactive means no such curve, though single readings can be large; an effect the other way counts as inactive or inconclusive. Potency means the concentration at half of the fitted maximal effect. Not all compounds are listed; the hit share may differ from the screen's.

#1 Cc1cc(=O)oc2cc(OCC(=O)NCCCn3ccnc3)ccc12
#2 COc1cccc(NC(=O)CN(C)C(=O)c2c(C)nn(CC(C)C)c2Cl)c1
#3 COc1ccc(-c2nc3cnc(N(C)C)nc3n(C)c2=O)cc1
#4 O=C(Nc1cnn(Cc2ccc(Cl)c(Cl)c2)c1)C12CC3CC(CC(C3)C1)C2
#5 COc1ccccc1C(=O)NCC1(c2ccccc2)CCCC1
#6 CN1CCC(N(C)S(=O)(=O)c2ccc(F)cc2F)CC1
#7 O=C(Nc1ccc(C(=O)N2CCOCC2)cc1)c1ccc([N+](=O)[O-])cc1
#8 COc1ccccc1NC(=O)/C=C/c1ccc(OC)c(S(=O)(=O)N2CCOCC2)c1
#9 Cc1[nH]n(C(C)(C)C)c(=O)c1Sc1ccccc1
#10 COc1ccc(-c2n[nH]c3c2cnc2cc(OC)c(OC)cc23)cc1

Assay by compound,1,2,3,4,5,6,7,8,9,10
Pol eta inh,1%,-16%,/,-17%,-5%,-12%,-15%,-13%,-3%,-14%
BLM helicase inh,4%,/,-1%,-11%,-4%,4%,-1%,-3%,-1%,2%
Apoferritin bind,-8%,/,/,?,-10%,3%,1%,-14%,-16%,24%
APEX1 inh,33%[activator],45%[activator],-1%,?,-2%,16%,8%,-4%,-3%,/
BAZ2B inh,-19%,-2%,/,4%,4%,10%,0%,-21%,-31%,-26%
POLB inh,24%,/,/,1%,6%,3%,11%,-10%,1%,-13%
Pol kappa inh,-13%,7%,0%[60.1 µM],-15%,-13%,1%,-7%,-2%,0%,3%[60.1 µM]
Pol iota inh,?,10%,/,1%,12%,14%,22%,77%[activator],?,-8%
G9a inh,-7%[59 µM],-3%[12.7 µM],-1%[0.501 µM],-9%[59 µM],46%,-14%,?,-17%,-26%,5%[12.7 µM]

Exported tab-delimited: part of the list above.
#	SMILES	Pol eta inh	BLM helicase inh	Apoferritin bind	APEX1 inh	BAZ2B inh	POLB inh	Pol kappa inh	Pol iota inh	G9a inh
2	COc1cccc(NC(=O)CN(C)C(=O)c2c(C)nn(CC(C)C)c2Cl)c1	-16%	/	/	45%[activator]	-2%	/	7%	10%	-3%[12.7 µM]
3	COc1ccc(-c2nc3cnc(N(C)C)nc3n(C)c2=O)cc1	/	-1%	/	-1%	/	/	0%[60.1 µM]	/	-1%[0.501 µM]
4	O=C(Nc1cnn(Cc2ccc(Cl)c(Cl)c2)c1)C12CC3CC(CC(C3)C1)C2	-17%	-11%	?	?	4%	1%	-15%	1%	-9%[59 µM]
5	COc1ccccc1C(=O)NCC1(c2ccccc2)CCCC1	-5%	-4%	-10%	-2%	4%	6%	-13%	12%	46%
6	CN1CCC(N(C)S(=O)(=O)c2ccc(F)cc2F)CC1	-12%	4%	3%	16%	10%	3%	1%	14%	-14%
7	O=C(Nc1ccc(C(=O)N2CCOCC2)cc1)c1ccc([N+](=O)[O-])cc1	-15%	-1%	1%	8%	0%	11%	-7%	22%	?
8	COc1ccccc1NC(=O)/C=C/c1ccc(OC)c(S(=O)(=O)N2CCOCC2)c1	-13%	-3%	-14%	-4%	-21%	-10%	-2%	77%[activator]	-17%
9	Cc1[nH]n(C(C)(C)C)c(=O)c1Sc1ccccc1	-3%	-1%	-16%	-3%	-31%	1%	0%	?	-26%

(list continues)
#11 COCCNc1nc(N)c([N+](=O)[O-])c(Nc2ccc(F)cc2)n1
#12 O=C(CNC(=O)c1ccncc1)N/N=C/c1cccc([N+](=O)[O-])c1
#13 COc1ccc(NCC(=O)N/N=C/C=C\c2ccccc2)cc1
#14 COc1cc(Cl)c(C)cc1NC(=O)CN1C(=O)C2CC=CCC2C1=O (configuration not stated)
#15 Cc1ccc(NC(=S)NCCO)c(C)c1
#16 CCCCS(=O)(=O)N1C2=NC(C(=O)OC)=C(C(=O)OC)[C@@H]3N(C)c4ccc(OC)cc4[C@]23C[C@H]1C(=O)OC
#17 O=C(NNC(=O)c1ccccc1Br)c1ccccc1Cl
#18 C/C(=C\c1ccc2c(c1)OCO2)C1Nc2cccc3cccc(c23)N1
#19 CCOc1ccccc1/C=C(\C#N)C1=CCCC1
#20 O=C(Nc1ccc(Cl)cc1)c1ccc2c(c1)N(Cc1ccccc1)CCS2

Assay by compound,11,12,13,14,15,16,17,18,19,20
Pol eta inh,-9%,-1%,-20%,4%,-8%,-12%,-15%,-19%,-20%,-29%
BLM helicase inh,-4%,-2%,-8%,/,-2%,-4%[12.4 µM],0%,/,2%,-2%
Apoferritin bind,-8%,?,-19%,/,4%,?,-4%,/,-3%,311%[activator]
APEX1 inh,18%,6%,1%,20%,-6%,-3%[12.4 µM],-2%,2%,-2%,/
BAZ2B inh,2%,-17%,?,/,-3%,?,-2%,?,9%,1%
POLB inh,27%,-24%,-28%,/,-11%,-15%,2%,/,1%,2%
Pol kappa inh,-5%,-9%,-26%,-10%,2%,-10%,-9%,-13%,-1%,-9%
Pol iota inh,138%[activator],-12%,13%,-5%,-5%,?,29%,12%,46%[activator],52%[activator]
G9a inh,-7%,4%,28µM*,/,-3%[59 µM],?,-3%,21%[2.33 µM],15%,11%[59 µM]

#21 Cn1cccc1CNCc1ccccc1Cl
#22 C=CCC[C@@H](Cc1ccc(F)cc1)C(=O)OC[C@@H](Cc1c[nH]c2ccccc12)NC(=O)[C@@H](CC=C)CC(=O)N(CCO)Cc1ccccc1
#23 COc1ccc(NC(=O)c2ccc3snnc3c2)cc1OC
#24 Cc1ccc2oc(=O)c3cnn(CC(=O)N4CCN(c5ccccc5F)CC4)c3c2c1
#25 O=C(NCCCn1cccn1)C1CCC(=O)N(Cc2cccc(C(F)(F)F)c2)C1 (configuration not stated)
#26 CCC(c1nnnn1Cc1ccc2c(c1)OCO2)N1CCN(c2ccc(F)cc2)CC1 (configuration not stated)
#27 Cc1ccc(C(=O)NCC(=O)NC23CC4CC(CC(C4)C2)C3)cc1
#28 CC1(C)C2CCC1(C)C(NC(=O)/C=C/c1ccccc1)C2 (configuration not stated)
#29 CCOC(=O)c1ccc(NC(=O)c2nc[nH]c2C(=O)N2CCC(C)CC2)cc1
#30 Cn1nc(C(=O)NCCc2ccc3c(c2)OCCO3)c2ccccc2c1=O

Assay by compound,21,22,23,24,25,26,27,28,29,30
Pol eta inh,-2%,-13%,-24%,-12%,-6%,-19%,-9%,-4%,-27%,-18%
BLM helicase inh,-8%,/,0%,0%,-2%,-8%,-3%,-10%,-10%,/
Apoferritin bind,-19%,/,-2%,-2%,-5%,-1%,?,?,-4%,/
APEX1 inh,0%,-28%,/,/,-10%,-1%,-18%,-3%,10%,17%
BAZ2B inh,-38%,/,-3%,-3%,2%,?,-12%,7%,-15%,-2%
POLB inh,19%,/,-2%,32%,29%,9%,?,0%,10%,/
Pol kappa inh,-5%,-6%,-22%,4%,2%,-25%,-15%,-9%,3%,-11%
Pol iota inh,-25%,1%,24%,65%[activator],-3%,-8%,-27%,59%[activator],5%,22%
G9a inh,-8%[2.33 µM],/,6%[59 µM],-23%[59 µM],/,-13%[59 µM],37%,-1%[59 µM],-16%[59 µM],?

#31 O=S(=O)(c1ccc(NC2CCCCC2)cc1)N1CCOCC1
#32 O=C(CC(=O)NC1CCCCC1)N/N=C/c1ccccc1Cl
#33 Cc1ccc(C(=O)/C=C/Nc2cccc(O)c2)cc1
#34 O=C(c1ccc2c3n(nc2c1)-c1ccccc1CO3)N1CCCCC1
#35 COc1ccc2c(Sc3ccc(C)cc3)c(C(=O)NCC(C)c3ccccc3)[nH]c2c1 (configuration not stated)
#36 CCN(CC)CCNC(=O)c1ccc(NC(=O)/C=C/c2ccc3ccccc3n2)cc1
#37 CC(Sc1nc(N)cc(=O)[nH]1)C(=O)NCC(=O)Nc1ccc(F)c(F)c1F (configuration not stated)
#38 Cc1nnc(NC(=O)CSc2nnc(Cc3cccn3C)n2C)s1
#39 Cc1ccc(N2CCN(CC(O)COC3CCCCC3)CC2)cc1 (configuration not stated)
#40 CC(C)N1C(=O)S/C(=C/c2cccnc2)C1=O
#41 Cc1cc(=O)[nH]c(SCC(=O)NN(c2ccccc2)c2ccccc2)n1
#42 COc1ccc2c(Sc3ccccc3)c(C(=O)N3CCC(C)CC3)[nH]c2c1

Assay by compound,31,32,33,34,35,36,37,38,39,40,41,42
Pol eta inh,-10%,-14%,-4%,-7%,-16%,9%,1%,6%,1%,-14%,2%,-28%
BLM helicase inh,-2%,2%,-9%,0%,-3%,-6%,/,0%,0%,1%,-9%,-2%
Apoferritin bind,?,-7%,-6%,-15%,?,-9%,/,2%,-9%,-18%,3%,-19%
APEX1 inh,1%,1%,-1%,2%,/,10%,7%,-3%,-2%,-2%,-1%,/
BAZ2B inh,7%,9%,-31%,-1%,-1%,-11%,-2%,-33%,-25%,-2%,0%,4%
POLB inh,0%,3%,2%,5%,?,21%,/,13%,1%,1%,8%,-21%
Pol kappa inh,-4%,-5%,-6%[60.1 µM],6%,1%,-9%,-2%,-15%,-5%,-7%,4%,-3%
Pol iota inh,?,13%,9%,36%,13%,?,5%,0%,1%,14%,?,30%
G9a inh,-14%[12.7 µM],19%[59 µM],?,-35%[59 µM],?,15%,22%[12.7 µM],?,4%[12.7 µM],-2%[59 µM],/,-49%[59 µM]
